# High-throughput results deposited in PubChem by The Scripps Research Institute Molecular Screening Center.
# M4 ag: human M4 muscarinic receptor agonists, primary screen, CHO-K1 cells, Fluo-8 calcium fluorescence | CHO-K1 hM4/Gqi5; vehicle 0%, full acetylcholine response 100% | activation, % at 3 µM | 360,000 compounds, 0.14% hits | AID 624127, 2012;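 active = activation above the run mean over all test wells plus 3 SD, cut at about 32% in these data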;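 note: peak over basal fluorescence ratio per well then scaled between controls; 0% = DMSO wells and 100% = acetylcholine at EC100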
# CHRM5 agonist: human M5 muscarinic receptor agonists, primary screen, CHO-K1 cells, Fluo-8 calcium fluorescence; CHO-K1 hM5 cells; 0% DMSO wells, 100% maximal acetylcholine response; AID 624037, 2012; activation, % at 3 µM; Muscarinic acetylcholine receptor M5 (Homo sapiens), P08912; 360,000 compounds, 0.19% hits;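 active = activation above the run's mean over test compounds plus 3 SD, cut at about 23% in these data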;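 note: signal is peak over basal fluorescence ratio across the kinetic read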
# CHRM4 antagonist: human M4 muscarinic receptor antagonists, primary screen, CHO cells, Fluo-8 calcium fluorescence; Muscarinic acetylcholine receptor M4 (Homo sapiens), P08173; CHO-hM4 cells, ACh EC80; inhibition, % at 3 µM; 360,000 compounds, 0.73% hits; AID 624125, 2012;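 active = inhibition above its plate's cutoff, the mean inhibition of sample wells plus 3 SD, cut at about 27% in these data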;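 note: 0% = acetylcholine EC80 with DMSO and 100% = DMSO without agonist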
# CHRM1 PAM: human M1 muscarinic receptor positive allosteric modulators, primary screen, CHO-K1 cells, Fluo-8 calcium fluorescence, 1536-well. Muscarinic acetylcholine receptor M1 (Homo sapiens), P11229. CHO-K1 hM1, ACh EC20; 0% = ACh EC20, 100% = maximal ACh. activation, % at 3 µM. 360,000 compounds, 0.088% hits. AID 588819, 2011; in the data active = activation above about 19%, passing the limit was not always enough
# Target sequence (P11229 whole entry, looked up): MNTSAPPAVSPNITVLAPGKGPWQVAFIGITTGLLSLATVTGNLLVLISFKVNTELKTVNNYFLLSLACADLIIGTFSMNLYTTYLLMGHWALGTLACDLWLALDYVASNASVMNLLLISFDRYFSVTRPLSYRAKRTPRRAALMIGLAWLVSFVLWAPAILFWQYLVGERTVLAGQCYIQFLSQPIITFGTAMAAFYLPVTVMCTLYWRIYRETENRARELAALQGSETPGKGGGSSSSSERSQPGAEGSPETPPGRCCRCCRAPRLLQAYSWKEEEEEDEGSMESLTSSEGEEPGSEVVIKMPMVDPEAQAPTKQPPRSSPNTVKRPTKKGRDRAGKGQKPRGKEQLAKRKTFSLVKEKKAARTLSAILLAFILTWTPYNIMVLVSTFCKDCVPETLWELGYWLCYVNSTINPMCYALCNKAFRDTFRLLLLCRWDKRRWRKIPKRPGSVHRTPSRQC
# CHRM1 antagonist: human M1 muscarinic receptor antagonists, primary screen, CHO-K1 cells, Fluo-8 calcium fluorescence, 1536-well; CHO-K1 hM1, ACh EC80 antagonist; inhibition, % at 3 µM; Muscarinic acetylcholine receptor M1 (Homo sapiens), P11229; AID 588852, 2011; 360,000 compounds, 1.3% hits;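 active = percent inhibition above its own plate's cutoff, namely the mean of that plate's compound wells plus 3 SD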;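 note: peak over basal fluorescence ratio during 140 s after agonist addition; 0% = ACh EC80 plus DMSO and 100% = DMSO alone without agonist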
# CHRM5 PAM: human M5 muscarinic receptor positive allosteric modulators, primary screen, CHO-K1 cells, Fluo-8 calcium fluorescence. activation, % at 3 µM. 360,000 compounds, 0.3% hits. CHO-K1 hM5, ACh EC20 PAM; 0% = ACh EC20, 100% = ACh EC100;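 active = activation above the run cutoff, the mean activation of all test compounds plus 3 SD, cut at about 18% in these data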
#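 Assay system: CHO-K1 hM5 cells. Also added: acetylcholine at EC20 concentration, added after compound. Dosing: 3 µM, single dose. Times: compound preincubation 140 s before EC20 acetylcholine addition. Signal: Fluo-8 calcium fluorescence. Measure: % activation relative to EC20 and EC100 ACh responses. Repeats: singlicate, one well per test compound.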
# CHRM1 agonist: human M1 muscarinic receptor agonists, primary screen, Fluo-8 calcium fluorescence, CHO-K1 cells, HTS; CHO-K1 hM1, agonist mode; 0% DMSO, 100% acetylcholine EC100; 360,000 compounds, 0.33% hits; Muscarinic acetylcholine receptor M1 (Homo sapiens), P11229; activation, % at 3 µM;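 active = activation above the run's mean compound activation plus 3 SD, cut at about 16% in these data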;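 note: peak over basal fluorescence ratio within a 140 s kinetic read after compound addition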
# TAAR1 agonist: human TAAR1 agonists, primary screen, Fluo-8 calcium fluorescence, CHO RD-HGA16 cells; AID 624467, 2012; activation, % at 3 µM; vehicle wells 0%, saturating PEA agonist 100%; Trace amine-associated receptor 1 (Homo sapiens), Q96RJ0; 360,000 compounds, 0.99% hits;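 active = activation above the mean activation of all test compounds in the run plus 3 SD, cut at about 38% in these data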
# Target sequence (Q96RJ0 whole entry, looked up): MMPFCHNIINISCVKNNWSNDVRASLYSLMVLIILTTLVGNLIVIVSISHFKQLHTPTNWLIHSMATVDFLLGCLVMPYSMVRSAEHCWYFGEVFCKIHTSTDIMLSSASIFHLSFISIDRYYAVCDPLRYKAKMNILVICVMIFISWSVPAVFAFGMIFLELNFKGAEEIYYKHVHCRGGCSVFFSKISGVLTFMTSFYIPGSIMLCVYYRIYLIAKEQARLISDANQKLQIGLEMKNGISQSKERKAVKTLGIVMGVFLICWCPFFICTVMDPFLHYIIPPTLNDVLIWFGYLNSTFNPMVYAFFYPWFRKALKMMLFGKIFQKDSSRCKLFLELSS
#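 Test system: RD-HGA16 (CHO) cells co-expressing Gα16 and hTAAR1; dosing: one-point dosing at 3 µM (nominal); timing: 17-24 h seeding, 75 min 37 °C dye, 30 min RT; signal: kinetic Fluo-8 calcium fluorescence; read-out basis: % activation relative to PEA EC100 response; controls: DMSO and PEA EC100; replicates: n 1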
# M5 antag: human M5 muscarinic receptor antagonists, primary screen, CHO cells, Fluo-8 calcium fluorescence; CHO-hM5 cells, ACh EC80; inhibition, % at 3 µM; 360,000 compounds, 0.59% hits;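 active = inhibition above a per-plate cutoff, the mean of that plate's test compounds plus 3 SD, cut at about 27% in these data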;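 note: 0% = acetylcholine EC80 with DMSO and 100% = DMSO without agonist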
# Active calls of the source: *; . = no result given.
SMILES,M4 ag,CHRM5 agonist,CHRM4 antagonist,CHRM1 PAM,CHRM1 antagonist,CHRM5 PAM,CHRM1 agonist,TAAR1 agonist,M5 antag
CC(=O)Cn1cnc2sc(-c3ccccc3)cc2c1=O,1,-7,0,1,-2,1,-3,1,-5
C=CCn1c(=S)[nH]c2nc3c(cc2c1=O)CCCC3,5,1,-5,-4,-7,-2,-11,1,3
Cc1sc2ncn(-c3ccccc3)c(=O)c2c1C,0,-2,5,0,5,0,-4,2,9
COc1ccc(C(=O)NCC2(c3ccccc3)CCOCC2)cc1,0,-3,7,17,-11,2,-2,2,9
COc1ccc(CCNC(=O)CCNC(=O)c2ccc(Cl)cc2)cc1OC,1,-1,0,2,6,-6,-5,6,-3
O=C(NCc1ccc(Cl)cc1)C1CCN(S(=O)(=O)c2ccc(F)cc2)CC1,1,0,5,9,-3,2,-4,6,-10
CCC(=O)c1ccc(OCC(=O)NCCc2ccccn2)cc1,0,-1,-6,7,-4,7,-4,2,10
O=C(NNC1=NCCCCC1)c1cccc([N+](=O)[O-])c1,1,1,-3,0,3,19*,-5,1,-9
CCOC(=O)N1CCN(C(=O)C2CCN(C(=O)c3ccc([N+](=O)[O-])cc3)CC2)CC1,0,-1,-2,4,3,-3,-3,2,0
COc1ccc2c3c([nH]c2c1)C1CC2C(CC(O)C(OC)C2C(=O)O)CN1CC3 (stereo not drawn),1,2,-3,-1,-3,0,-2,0,-1
O=[n+]1c2c(n([O-])c3cc(F)ccc31)CCCC2,0,-6,0,7,-7,-2,-5,0,5
CC(=O)N1CCC(C(=O)N2c3ccccc3N=C(c3ccc(C(F)(F)F)cc3)C2C(=O)NC(C)(C)C)CC1 (stereo not drawn),1,1,-8,.,.,-3,.,0,3
Cc1ccc(S(=O)(=O)N(C)CC(=O)Nc2nc3ccccc3s2)cc1,10,-4,1,-4,13,-17,-1,6,9
O=C(O)c1cccnc1SCC(=O)C12CC3CC(CC(C3)C1)C2,0,5,2,10,-21,11,-3,0,-4
Cc1cc(NS(=O)(=O)c2ccc(C(C)C)cc2)no1,0,-7,-6,7,-3,-5,-6,0,6
CC1(C)OC(=O)C(=CNC(CCC(N)=O)C(=O)O)C(=O)O1 (stereo not drawn),0,-7,3,-1,9,1,-2,5,-2
O=C(O)c1cccc(N2C(=O)CSC2c2c(F)cccc2Cl)c1 (stereo not drawn),0,1,6,8,-10,6,2,2,-1
COc1cc(C2/C(=C(/O)c3ccc(F)cc3)C(=O)C(=O)N2CCCC(=O)O)ccc1O (stereo not drawn),1,0,1,8,-8,6,-4,2,-3
Cc1ccc2c(c1)-c1c(cnn1CC(=O)N1CCCN(Cc3ccccc3F)C1)CO2,21,6,-1,-8,15,-18,2,14,14
O=C(O)c1cn(C2CCCCC2)c2ccccc2c1=O,1,0,-8,8,-15,-5,9,0,11
COc1cc(/C=C/C(=O)OCC(=O)Nc2ccc3c(c2)OCCO3)ccc1OCC#N,6,3,-3,1,-1,-2,-3,5,-4
N/C(=N\OC(=O)CSc1ccccc1)c1ccncc1,2,-2,3,5,-11,-2,-2,0,5
CCOc1ccc(S(=O)(=O)NCCN2CCOCC2)c2ccccc12,0,0,-6,8,-4,-2,0,0,11
Cc1cc2oc(=O)cc(CN3CCc4ccccc43)c2cc1Cl,2,-6,5,-9,13,-14,-2,4,6
Cc1sc2ccccc2[n+]1CC(=O)O,0,-3,-6,3,-7,5,-3,9,-4
O=C(NCc1ccccn1)C1CCN(S(=O)(=O)c2cccs2)CC1,1,-3,7,-7,11,0,-4,5,4
CCN1C(=O)C(O)(CC(=O)c2cc(C)ccc2C)c2ccccc21 (stereo not drawn),1,2,-5,12,-23,1,1,3,-6
COc1ccc(Cl)cc1NC(=O)CCN1CCOCC1,1,-1,21,7,-8,-3,-5,0,14
COCCCNS(=O)(=O)c1ccc(Oc2ncc(C(F)(F)F)cc2Cl)cc1,2,1,9,2,4,-3,-1,6,-2
CCOc1ccc(CCNC(=O)COC(=O)c2cc([N+](=O)[O-])ccc2N2CCOCC2)cc1OCC,5,-1,-9,3,-8,10,-5,-2,-9
OCc1cnc(SCc2ccccc2)n1Cc1ccccc1,1,-5,9,1,-1,1,-4,7,10
Cc1ccc(C2N(c3ccccc3)C(=O)N3CCCN23)cc1 (stereo not drawn),2,-10,-10,-2,1,4,-12,0,-2
CCOC(=O)C1CCCN(C2=NC(=O)/C(=C/c3ccc(OC)cc3)S2)C1 (stereo not drawn),0,-3,0,14,-13,3,-2,0,-3
Cc1ccccc1CC(=O)N1CCN(S(=O)(=O)c2ccc(Cl)s2)CC1,1,2,-5,4,-8,-3,-4,4,8
O=C(CN1CCCCCC1)Nc1ccc(Br)cc1,1,-3,-15,-3,1,-7,-12,10,6
CC(C)(C)c1csc(NC(=O)Nc2ccccc2)n1,8,-1,-16,-12,1,-14,-9,8,27

# Structural class, the entries above with a CF3 group.
SMILES,M4 ag,CHRM5 agonist,CHRM4 antagonist,CHRM1 PAM,CHRM1 antagonist,CHRM5 PAM,CHRM1 agonist,TAAR1 agonist,M5 antag
CC(=O)N1CCC(C(=O)N2c3ccccc3N=C(c3ccc(C(F)(F)F)cc3)C2C(=O)NC(C)(C)C)CC1 (stereo not drawn),1,1,-8,.,.,-3,.,0,3
COCCCNS(=O)(=O)c1ccc(Oc2ncc(C(F)(F)F)cc2Cl)cc1,2,1,9,2,4,-3,-1,6,-2

# Next section
SMILES,M4 ag,CHRM5 agonist,CHRM4 antagonist,CHRM1 PAM,CHRM1 antagonist,CHRM5 PAM,CHRM1 agonist,TAAR1 agonist,M5 antag
O=C(COc1ccc2c(c1)C(=O)CC1(CCCCC1)O2)NCc1ccccc1,1,1,0,-1,11,-9,-1,1,12
Nc1c(N(CCO)C(=O)C2CCCCC2)c(=O)[nH]c(=O)n1Cc1ccccc1,2,-1,-9,4,6,14,-2,3,-3
Cc1cc(C(=O)Nc2nc3ccc(S(C)(=O)=O)cc3s2)c(C)o1,1,-4,-4,-1,0,-4,-5,4,6
CCN(Cc1ccccc1)CC(O)COc1ccccc1 (stereo not drawn),2,-13,-11,5,-8,-8,-6,1,-9
CCOCCCNC(=O)COc1ccc(OC)cc1,1,-2,0,9,-13,4,-2,8,0
COc1cc(-c2noc(CCC(=O)NC3CCCC3)n2)cc(OC)c1OC,3,-2,2,13,-7,3,-4,1,7
Cc1cc2ccccc2c(=O)n1CC(=O)NCC(=O)N1CCN(c2ccccc2)CC1,-2,-4,-7,7,-7,2,-7,-2,-1
O=C(Nc1nccs1)C(Br)C(Br)c1ccccc1 (stereo not drawn),3,-1,0,3,-6,-6,-1,28,9
COc1ccc(-c2cc([C@H]3[C@@H]4C=CCC[C@@]4(C)C(=O)N3Cc3ccccc3)ccc2F)cc1OC,0,-2,6,6,-12,-1,-1,2,0
O=C(COC(=O)CNC(=O)c1ccc(Cl)cc1Cl)Nc1cccc(S(=O)(=O)N2CCCC2)c1,10,3,-5,0,7,-8,-5,12,4
O=C(NC1CCSc2ccccc21)c1ccccc1Br (stereo not drawn),4,-4,-2,-1,10,-1,-6,-1,-8
Oc1ccc(/C=N/NC(=S)Nc2cccnc2)c(O)c1O,0,1,-2,7,-11,3,-2,6,7
CCOC(=O)/C(=N/Nc1ccccc1)Sc1nnnn1-c1ccc(C)cc1,1,1,1,6,-4,-4,1,-2,5
O=C(C1=C[C@H](c2ccc3c(c2)OCO3)C[C@H](OCCCCO)O1)N1CCOCC1,0,0,5,-2,7,13,-3,1,2
O=C(c1cccc(C(=O)N2CCN(c3ccccc3F)CC2)c1)N1CCN(c2ccccc2F)CC1,8,0,11,-1,11,-13,-2,11,10
CN(C)C(=O)c1ccc(NC(=O)COC(=O)CC23CC4CC(CC(Br)(C4)C2)C3)cc1,1,5,-2,4,4,2,2,6,6
O=C(O)c1nc(N2CCCC2)ncc1Cl,0,-2,4,14,-18,-3,-5,14,5
CN(C)S(=O)(=O)c1cccc(C(=O)NCC(C)(C)CNC(=O)c2cccc(S(=O)(=O)N(C)C)c2)c1,2,-5,6,6,-6,-5,-12,2,20
CN(Cc1ccncn1)C(=O)C1CCC(=O)N(Cc2cccc(C(F)(F)F)c2)C1 (stereo not drawn),1,1,1,3,-1,3,-3,2,-2
Cc1c(C(=O)NCc2ccco2)oc2ccc(S(=O)(=O)N3CCC4(CC3)OCCO4)cc12,6,-4,-7,6,-7,-14,0,11,3
CCCCn1c(-c2nonc2NC(=O)c2ccccc2Cl)nc2ccccc21,0,1,-3,3,-20,3,-2,0,-5
CCCC1(c2ccccc2)NC(=O)N(CC(=O)Nc2cc(C)on2)C1=O (stereo not drawn),2,6,-2,3,3,3,2,4,8
O=C(Nc1ccc(Cl)cc1)Nc1nnc(CSCc2ccccc2)s1,3,-1,4,18,-17,0,3,2,3
CCOc1ccc(C2C(C#N)=C(N)Oc3cc(C)oc(=O)c32)cc1 (stereo not drawn),1,-2,8,-8,3,-9,-2,10,17
CS(=O)(=O)c1ccc(Cl)c(NC(=O)CN2C(=O)C3CCCCC3C2=O)c1 (stereo not drawn),1,3,-2,7,-6,-1,-1,1,0
CC(/C=C/c1ccc2c(c1)OCO2)=N/NC(=O)c1ccc(C)nc1,2,-4,-21,2,-4,4,-3,2,-4
COc1ccc(C)cc1NC(=O)C(OC(=O)CNC(=O)c1cc(C)cc(C)c1)c1ccccc1 (stereo not drawn),-1,-1,0,6,-12,3,-9,10,-11
CCOC(=O)[C@@H]1[C@H]2COc3ccc(Br)cc3[C@@H]2N2C(=O)N(c3ccc(C(F)(F)F)cc3)C(=O)[C@@]12C,0,2,-8,1,4,6,-5,14,-4
CCOCCCn1c(=NC(=O)c2cccs2)c(C#N)cc2c(=O)n3cccc(C)c3nc21,0,-6,-2,5,-10,3,-5,2,7
Cc1[nH]c2ccccc2c1C(=O)CN1CCCCC1C (stereo not drawn),1,-5,-4,7,-4,4,-5,1,-3
CCOC(=O)c1ccc(NC(=S)N(CCN(C)C)C(C)c2ccncc2)cc1 (stereo not drawn),2,-3,-7,10,-19,-2,-5,4,7
Cc1ccc(C(C(=O)NC2CCCCC2)N(Cc2ccco2)C(=O)Cn2cnc3ccccc32)cc1 (stereo not drawn),0,-2,2,7,-31,2,-3,3,1
CCc1noc(C)c1C(=O)N1CCN(S(=O)(=O)c2cccs2)CC1,0,-8,-1,-4,21,0,-8,1,5
Cc1ccc(/C=C/C(=O)Nc2cc(S(=O)(=O)N3CCOCC3)ccc2N2CCOCC2)cc1,11,0,2,0,7,-18,0,3,13

# These rows are one share of the data; rates above refer to the full screens.
